Source: PubChem (several laboratories)
LYP inhibition – inhibitors of LYP phosphatase, biochemical, fluorescence intensity, uHTS (AID 1779). Tyrosine-protein phosphatase non-receptor type 22 (Homo sapiens). recombinant LYP phosphatase, fluorescence intensity; higher % means a stronger effect. inhibition, % at 11.5 µM; hits with a dose series show IC50 in µM. 290,000 tested, 0.054% active; in the data active = inhibition above about 50%;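 also: plate controls were vehicle with enzyme for no effect and no enzyme for full effect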
RSV antiviral HEp-2 – RSV antiviral activity via CPE protection, HEp-2 cells, primary 10 µM value included (AID 2391). HEp-2 cells, RSV-induced CPE inhibition; higher % means a stronger effect. CPE inhibition, % at 10 µM, or IC50 in µM where a hit was titrated. 310,000 tested, 0.13% active; in the data active = a potency from the dose series; also: strong numbers were not always called active
XIAP antagonists – XIAP antagonists, biochemical, IAP family, fluorescence polarization (AID 1018); displacement, % at 20 µM; hits with a dose series show IC50 in µM; XIAP BIR domain, fluorescence polarization peptide displacement; higher % means a stronger effect; 200,000 tested, 0.007% active; E3 ubiquitin-protein ligase XIAP (Homo sapiens); in the data active = displacement above about 50%; also: a part of the inactive calls stands beside numbers as strong as those of hits
Dengue-2 NS5 capping – Dengue-2 NS5 methyltransferase inhibitors, primary screen, biochemical, confirmation dose response (AID 588689); Genome polyprotein (Dengue virus type 2 (strain 16681-PDK53)); Dengue-2 NS5 methyltransferase capping enzyme assay, biochemical; higher % means a stronger effect; 340,000 tested, 0.3% active; one-dose inhibition, % at 25 µM; IC50 in µM for titrated hits; in the data active = a potency from the dose series
AID2073 – inhibitors of Mint1-CaV2.2 protein interaction, biochemical, HTRF (AID 2073). Voltage-dependent N-type calcium channel subunit alpha-1B (Homo sapiens). HTRF protein-protein interaction, Mint1-CaV2.2; higher % means a stronger effect. one-dose inhibition, % at 20 µM; IC50 in µM for titrated hits. 290,000 tested, 0.19% active; in the data active = inhibition mostly above about 51%, no sharp cut-off; also: some results filed as inactive read as strong as hits
MgcRacGAP inhibition – MgcRacGAP GTPase-activating activity inhibitors, confirmation, biochemical, ADP Hunter fluorescence; 340,000 tested, 0.6% active; Rac GTPase-activating protein 1 (Homo sapiens); inhibition, % at 30 µM; hits with a dose series show IC50 in µM; MgcRacGAP-stimulated Rac1 GTP hydrolysis, ADP Hunter fluorescence; higher % means a stronger effect; GST-tagged Rac1 F28L mutant substrate;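 active = first-screen hits whose inhibition reached a set limit at any dose in the follow-up dose series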;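 also: fluorescence reports GDP produced by GAP-driven GTP hydrolysis; strong numbers were not always called active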
Large T inhibition – SV40 large T antigen inhibitors, biochemical (AID 1903); one-dose inhibition, % at 20 µM; IC50 in µM for titrated hits; 310,000 tested, 0.39% active; SV40 large T antigen ATPase/helicase inhibition assay; higher % means a stronger effect; in the data active = a potency from the dose series; also: strong numbers were not always called active
HIV peptide binding – inhibitors of HIV fusion peptide binding, primary screen, biochemical, uHTS, fluorescence dequenching (AID 1986) | one-dose inhibition, % at 20 µM; IC50 in µM for titrated hits | cell-free peptide binding, fluorescence dequenching, 30 min; higher % means a stronger effect | 290,000 tested, 0.3% active; in the data active = inhibition mostly above about 52%, no sharp cut-off; inactive = mostly below about 76%; also: some results filed as inactive read as strong as hits
SIAH1 antagonists – Siah-1 peptide-binding antagonists, primary screen, biochemical, fluorescence polarization, rhodamine-plectin, uHTS (AID 1817); E3 ubiquitin-protein ligase SIAH1 (Homo sapiens); Siah-1 / rhodamine-plectin peptide fluorescence polarization; higher % means a stronger effect; displacement, % at 20 µM, or IC50 in µM where a hit was titrated; 290,000 tested, 0.02% active;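 active = displacement of at least 50% at 20 µM, with a fluorescence ratio check between 0.3 and a set limit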;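 also: plate controls were Siah plus tracer with DMSO for no effect and tracer alone without Siah for full effect; strong numbers were not always called active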
* hit, by the source's call. Not a hit list; any-hit rate near 1.7%.

COC(=O)NNC(=O)c1ccc(C)cc1 was read as LYP inhibition 11%, RSV antiviral HEp-2 1.1%, XIAP antagonists -7.3%, Dengue-2 NS5 capping -7%, AID2073 -3%, MgcRacGAP inhibition 10%, Large T inhibition -2%, HIV peptide binding -0.3% and SIAH1 antagonists -1%.
Screening COc1ccc(CC(=O)NC(C)c2nnc(SCC(=O)Nc3ccccc3)n2C)cc1 (configuration not stated) returned LYP inhibition -7%, RSV antiviral HEp-2 1.6%, XIAP antagonists -4.0%, Dengue-2 NS5 capping -3%, AID2073 -1%, MgcRacGAP inhibition 0%, Large T inhibition 3%, HIV peptide binding -0.9% and SIAH1 antagonists -3%.
Screening NC(=O)C1(c2ccccc2)CCCN1C(=O)c1ccccc1Br (configuration not stated) returned LYP inhibition -1%, RSV antiviral HEp-2 1.8%, XIAP antagonists -1.3%, Dengue-2 NS5 capping -12%, AID2073 -2%, MgcRacGAP inhibition 4%, Large T inhibition 8%, HIV peptide binding 0.4% and SIAH1 antagonists 13%.
`COC(=O)c1sc2ncccc2c1OCc1cccc(Cl)c1` gave LYP inhibition -1%, RSV antiviral HEp-2 1.9%, XIAP antagonists -6.4%, Dengue-2 NS5 capping -7%, AID2073 0%, MgcRacGAP inhibition -5%, Large T inhibition 22%, HIV peptide binding -1.1% and SIAH1 antagonists 11%.
CN(c1ccc(OCC(=O)OCc2nnc(-c3ccccc3)o2)cc1)S(=O)(=O)c1ccc(Cl)cc1 was read as RSV antiviral HEp-2 -1.8%, Dengue-2 NS5 capping -7%, MgcRacGAP inhibition 7% and Large T inhibition 23%.
N=Nc1c(O)n(CC(=O)Nc2ccccc2)c2ccccc12 was read as LYP inhibition -4%, RSV antiviral HEp-2 0.3%, Dengue-2 NS5 capping -10%, AID2073 4%, MgcRacGAP inhibition -1%, Large T inhibition 7%, HIV peptide binding -0.6% and SIAH1 antagonists -4%.
For Cn1c(SCc2ccccc2)nc(C(F)(F)F)cc1=O the results were LYP inhibition 0%, RSV antiviral HEp-2 1.2%, XIAP antagonists 39%, Dengue-2 NS5 capping -4%, AID2073 -8%, MgcRacGAP inhibition -9%, Large T inhibition 0%, HIV peptide binding 0.1% and SIAH1 antagonists -5%.
CCOC(=O)CC1NC(=O)c2ccccc21 (configuration not stated) was read as LYP inhibition -9%, RSV antiviral HEp-2 1.9%, XIAP antagonists -2.7%, Dengue-2 NS5 capping -1%, AID2073 6%, MgcRacGAP inhibition 2%, Large T inhibition 3%, HIV peptide binding 3.1% and SIAH1 antagonists 0%.
Screening CCOc1ccc(NS(=O)(=O)c2cc(C(=O)NCC3CCCO3)ccc2Cl)cc1 (configuration not stated) returned RSV antiviral HEp-2 0.2%, Dengue-2 NS5 capping -4%, MgcRacGAP inhibition 4% and Large T inhibition 12%.
CCCCN(C(=O)CCC(=O)Nc1cc(C)on1)C(C(=O)NC1CCCC1)c1ccccc1C (configuration not stated) was read as LYP inhibition -6%, RSV antiviral HEp-2 2.8%, Dengue-2 NS5 capping -8%, AID2073 5%, MgcRacGAP inhibition 11%, Large T inhibition -1%, HIV peptide binding 1.6% and SIAH1 antagonists 12%.
Screening c1coc(-c2nn3c(-c4ccco4)nnc3s2)c1 returned LYP inhibition -2%, RSV antiviral HEp-2 -0.2%, XIAP antagonists 4.9%, Dengue-2 NS5 capping 4%, AID2073 19%, MgcRacGAP inhibition 10%, Large T inhibition 6%, HIV peptide binding -2.1% and SIAH1 antagonists 2%.
Screening Cc1ccc2c(c1)c(C)c(C)n2CC(O)Cn1nc(C)c(Br)c1C (configuration not stated) returned LYP inhibition 1%, RSV antiviral HEp-2 4.7%, XIAP antagonists -24%, Dengue-2 NS5 capping -3%, AID2073 -6%, MgcRacGAP inhibition -2%, Large T inhibition 1%, HIV peptide binding 0.2% and SIAH1 antagonists -3%.
`Cc1cc(C(=O)COC(=O)c2csc3c2CCCC3)c(C)n1C` gave LYP inhibition -3%, RSV antiviral HEp-2 2.3%, XIAP antagonists -4.6%, Dengue-2 NS5 capping -3%, AID2073 0%, MgcRacGAP inhibition 3%, Large T inhibition 9%, HIV peptide binding 2.7% and SIAH1 antagonists 4%.
Screening CN(C(=O)CC1C(=O)NCCN1Cc1ccccc1F)C1CCOCC1 (configuration not stated) returned LYP inhibition -7%, RSV antiviral HEp-2 -0.6%, Dengue-2 NS5 capping 1%, AID2073 16%, MgcRacGAP inhibition 2%, Large T inhibition -4%, HIV peptide binding 1.1% and SIAH1 antagonists 2%.
`Cc1nc2c3c(-c4ccccc4)c(-c4ccccc4)oc3ncn2n1` gave LYP inhibition -4%, XIAP antagonists 0.5%, AID2073 -4%, HIV peptide binding -2.6% and SIAH1 antagonists -2%.
O=c1cc(-c2ccccc2)[nH]c2cc(F)ccc12 was read as LYP inhibition -2%, RSV antiviral HEp-2 4.4%, XIAP antagonists -3.5%, Dengue-2 NS5 capping 2%, AID2073 5%, MgcRacGAP inhibition 1%, Large T inhibition 5%, HIV peptide binding -0.2% and SIAH1 antagonists 22%.
Screening CC(C)CCN(CCC(C)C)C(CO)(CO)CO returned LYP inhibition -2%, RSV antiviral HEp-2 -0.1%, XIAP antagonists -5.6%, AID2073 10%, MgcRacGAP inhibition -7%, Large T inhibition -12%, HIV peptide binding -1.2% and SIAH1 antagonists 0%.
`CC1=C(n2nnc3ccccc32)C(c2ccccc2)C(C#N)=C(N)O1` (configuration not stated) gave LYP inhibition -14%, RSV antiviral HEp-2 -0.9%, XIAP antagonists -5.2%, Dengue-2 NS5 capping -1%, AID2073 -8%, MgcRacGAP inhibition 4%, Large T inhibition 12%, HIV peptide binding 7.6% and SIAH1 antagonists 0%.
Screening O=C(NNC(=O)c1ccccc1F)c1ccc(-n2cncn2)c([N+](=O)[O-])c1 returned RSV antiviral HEp-2 4.5%, Dengue-2 NS5 capping -2%, MgcRacGAP inhibition 9% and Large T inhibition 6%.
For N#CCC(CNc1ncc(C(F)(F)F)cc1Cl)OC(=O)c1cccc([N+](=O)[O-])c1 (configuration not stated) the results were LYP inhibition 2%, RSV antiviral HEp-2 1.8%, XIAP antagonists -0.5%, Dengue-2 NS5 capping 5%, AID2073 -2%, MgcRacGAP inhibition -6%, Large T inhibition -3%, HIV peptide binding 1.0% and SIAH1 antagonists 4%.
Screening CCOC(=O)C1CN(S(=O)(=O)c2ccc(OC)cc2)c2cc(S(=O)(=O)CC)ccc2O1 (configuration not stated) returned LYP inhibition -4%, RSV antiviral HEp-2 0.5%, XIAP antagonists -4.5%, Dengue-2 NS5 capping -7%, AID2073 1%, MgcRacGAP inhibition -9%, Large T inhibition 3%, HIV peptide binding 0.3% and SIAH1 antagonists 0%.
Screening CN(C)C(CN=C1NS(=O)(=O)c2ccccc21)c1ccco1 (configuration not stated) returned LYP inhibition -1%, RSV antiviral HEp-2 -1.7%, XIAP antagonists -10%, Dengue-2 NS5 capping -6%, AID2073 17%, MgcRacGAP inhibition 4%, Large T inhibition 27%, HIV peptide binding 1.3% and SIAH1 antagonists 0%.
`CCN(CC)C(=O)N(CC)Cc1ccccc1` gave LYP inhibition 3%, RSV antiviral HEp-2 2.4%, XIAP antagonists -3.9%, Dengue-2 NS5 capping -4%, AID2073 -3%, MgcRacGAP inhibition 9%, Large T inhibition 10%, HIV peptide binding 2.0% and SIAH1 antagonists 3%.
For COC(=O)c1cc(C(=O)OC)cc(N2C(=O)CC(NNC(=O)c3ccccc3Br)C2=O)c1 (configuration not stated) the results were LYP inhibition -2%, RSV antiviral HEp-2 0.1%, XIAP antagonists -14%, Dengue-2 NS5 capping -2%, AID2073 17%, MgcRacGAP inhibition 10%, Large T inhibition 23%, HIV peptide binding 7.8% and SIAH1 antagonists 2%.
For CCOC(=O)c1c(CC(C)C)csc1/N=C/C1=C(O)CCCC1=O the results were LYP inhibition 0%, RSV antiviral HEp-2 3.0%, AID2073 -42%, Large T inhibition 6%, HIV peptide binding 22% and SIAH1 antagonists 1%.
CCN(CC)c1ccc(C(=O)NC(=S)N2CCN(Cc3ccc4c(c3)OCO4)CC2)cc1 was read as LYP inhibition 6%, RSV antiviral HEp-2 3.3%, XIAP antagonists -3.6%, Dengue-2 NS5 capping -7%, AID2073 -14%, MgcRacGAP inhibition 6%, Large T inhibition 13%, HIV peptide binding -1.8% and SIAH1 antagonists 1%.
COc1ccc(OC)c(/C=N/c2oc(-c3ccco3)c(-c3ccco3)c2C#N)c1 was read as LYP inhibition -4%, RSV antiviral HEp-2 12%, XIAP antagonists -3.3%, Dengue-2 NS5 capping -14%, AID2073 13%, MgcRacGAP inhibition 19%, Large T inhibition 28%, HIV peptide binding 0.8% and SIAH1 antagonists 12%.
N#Cc1c(-c2ccc(Br)cc2)nc2n(c1=O)CCCS2 was read as LYP inhibition -10%, RSV antiviral HEp-2 4.0%, XIAP antagonists -6.7%, Dengue-2 NS5 capping -2%, AID2073 8%, MgcRacGAP inhibition 4%, Large T inhibition 14%, HIV peptide binding 1.4% and SIAH1 antagonists -1%.
Screening CCOC(=O)C1=C(C)NC(=O)NC1c1cccnc1 (configuration not stated) returned LYP inhibition -8%, RSV antiviral HEp-2 0.4%, XIAP antagonists 0.0%, Dengue-2 NS5 capping -6%, AID2073 -4%, MgcRacGAP inhibition 3%, Large T inhibition 9%, HIV peptide binding -0.6% and SIAH1 antagonists -6%.
For COc1ccc2[nH]c(=O)c(CN(C(=O)C(C)C)c3ccccc3OC)cc2c1 the results were LYP inhibition -10%, RSV antiviral HEp-2 15%, Dengue-2 NS5 capping 8%, AID2073 -2%, MgcRacGAP inhibition 8%, Large T inhibition 5%, HIV peptide binding 1.7% and SIAH1 antagonists 14%.
`Cc1ccc(C)c(OCc2nc(-c3cccnc3)no2)c1` gave LYP inhibition 0%, RSV antiviral HEp-2 7.7%, XIAP antagonists -0.9%, Dengue-2 NS5 capping -6%, AID2073 0%, MgcRacGAP inhibition 6%, Large T inhibition -3%, HIV peptide binding 4.2% and SIAH1 antagonists -2%.
`O=c1[nH]c(Cc2cccs2)nc2ccccc12` gave LYP inhibition -12%, RSV antiviral HEp-2 1.2%, XIAP antagonists -8.6%, Dengue-2 NS5 capping -1%, AID2073 44%, MgcRacGAP inhibition 0%, Large T inhibition 2%, HIV peptide binding 2.6% and SIAH1 antagonists -6%.

In the list so far, two contain a nitro group on carbon.
Screening O=C(NNC(=O)c1ccccc1F)c1ccc(-n2cncn2)c([N+](=O)[O-])c1 returned RSV antiviral HEp-2 4.5%, Dengue-2 NS5 capping -2%, MgcRacGAP inhibition 9% and Large T inhibition 6%.
For N#CCC(CNc1ncc(C(F)(F)F)cc1Cl)OC(=O)c1cccc([N+](=O)[O-])c1 (configuration not stated) the results were LYP inhibition 2%, RSV antiviral HEp-2 1.8%, XIAP antagonists -0.5%, Dengue-2 NS5 capping 5%, AID2073 -2%, MgcRacGAP inhibition -6%, Large T inhibition -3%, HIV peptide binding 1.0% and SIAH1 antagonists 4%.
